HEK293 viab – counter-screen for SNCA expression inhibitors: cell viability. HEK-293-SNCA-luc viability, GF-AFC fluorescence, 24 h. hit rate 0.12% among 150,000. Potency, µM (highest dose often 57.1 µM), for inactives: at the top dose activity change, negative = cytotoxicity, most hits filed as cytotoxic. AID 1671193;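 also: potency is read from the fitted curve at half-maximal effect; 0% = DMSO-treated cells and -100% = medium-only wells without cells; nearly all actives have a fitted effect of over 30% in size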
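Cytotoxicity counterscreen: after 24 h compound treatment of genome-edited SNCA-luciferase HEK-293 cells, live-cell protease substrate GF-AFC read by fluorescence after 30 min; activity scaled between DMSO (0%) and medium-only (-100%), curves Hill-fitted.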
IP6K1 inh – inhibitors of human IP6K1; activity change, % (series mostly up to about 58 µM); IP6K1 kinase, ADP-Glo luminescence, 2 h; hits give low values; hit rate 0.81% among 140,000; Q92551; in the data active = activity change below about -25%
Target sequence (Q92551 whole entry, looked up): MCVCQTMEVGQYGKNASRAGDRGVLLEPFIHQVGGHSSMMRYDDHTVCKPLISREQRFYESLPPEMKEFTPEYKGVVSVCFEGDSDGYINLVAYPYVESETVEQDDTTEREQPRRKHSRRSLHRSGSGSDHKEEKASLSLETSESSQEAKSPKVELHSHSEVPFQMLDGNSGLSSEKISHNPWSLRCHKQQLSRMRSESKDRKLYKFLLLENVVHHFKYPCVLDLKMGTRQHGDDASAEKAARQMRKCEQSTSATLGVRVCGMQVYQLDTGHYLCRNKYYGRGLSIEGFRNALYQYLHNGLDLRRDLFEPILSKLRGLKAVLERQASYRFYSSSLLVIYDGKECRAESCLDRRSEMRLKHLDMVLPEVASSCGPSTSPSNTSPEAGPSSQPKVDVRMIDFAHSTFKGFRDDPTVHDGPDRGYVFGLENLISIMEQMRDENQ
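ADP-Glo luminescence measures ADP made by human IP6K1 during a 2 h RT reaction with ATP/IP6 (mix at 1.3 mM/130 uM); top library doses 57.5 and 19.1 uM final.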
HEK293 tox – kills HEK 293 cells. AID 1345083. Potency, µM (highest dose often 115 µM), inactives show top-dose activity change, negative = cytotoxicity, most hits filed as inhibitors. HEK 293 viability, ATP luminescence (CellTiter-Glo), 48-72 h. hit rate 6.6% among 94,000; also: potency is read from the fitted curve at half-maximal effect; nearly all actives have a fitted effect of over 60% in size
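ATP-coupled CellTiter-Glo luminescence served as viability read-out, recorded 10 min after reagent addition at room temperature. HEK 293 cells, 250 cells/well, had been incubated with pintool-transferred compound for 48 or 72 hr at 37 degree Celsius.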
GPT2 inh – inhibitors of human GPT2 alanine aminotransferase | Recombinant GPT2, coupled pyruvate oxidase/HRP Amplex Red fluorescence | hit rate 0.25% among 100,000 | AID 1671188 | Potency, µM (titrated, usually from 57.7 µM), inactives show at the top dose activity change, negative = inhibition, hits mostly inhibitors | Q8TD30; also: potency is read from the fitted curve at half-maximal effect; nearly all actives have a fitted effect of over 60% in size; many of its hits are not listed in these tables
Target sequence (Q8TD30 whole entry, looked up): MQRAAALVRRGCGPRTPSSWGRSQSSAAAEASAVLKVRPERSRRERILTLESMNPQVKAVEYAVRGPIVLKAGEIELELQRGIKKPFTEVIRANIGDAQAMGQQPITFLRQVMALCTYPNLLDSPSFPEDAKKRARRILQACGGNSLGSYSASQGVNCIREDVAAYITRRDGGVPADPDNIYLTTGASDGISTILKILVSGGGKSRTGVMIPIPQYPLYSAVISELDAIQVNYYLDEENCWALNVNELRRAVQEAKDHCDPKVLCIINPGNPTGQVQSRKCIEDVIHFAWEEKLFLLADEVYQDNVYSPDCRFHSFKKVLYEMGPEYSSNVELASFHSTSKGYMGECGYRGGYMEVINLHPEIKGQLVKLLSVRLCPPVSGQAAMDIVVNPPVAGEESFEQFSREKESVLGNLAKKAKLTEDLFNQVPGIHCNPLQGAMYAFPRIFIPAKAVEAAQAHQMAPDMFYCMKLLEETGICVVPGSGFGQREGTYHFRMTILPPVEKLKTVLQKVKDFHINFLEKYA
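Fluorescence of coupled pyruvate oxidase/HRP/Amplex Red system (50uM Amplex, 30 min, dark) reports pyruvate formed by GPT2. Enzyme reaction: 10ng/uL GPT2, 2mM L-alanine, 250uM a-KG, 30 min room temperature, pH 7.5; 50uM AOA control.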
NIH3T3 tox – kills NIH 3T3 cells | AID 1345082 | Potency, µM (top dose mostly 96.7 µM), inactives show at the highest dose activity change, negative = cytotoxicity, most hits filed as inhibitors | NIH 3T3 viability, CellTiter-Glo ATP luminescence, 48-72 h | hit rate 4.3% among 94,000; also: potency is read from the fitted curve at half-maximal effect; nearly all actives have a fitted effect of over 55% in size
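Cells were seeded at 400 per well, treated with pin-transferred compound, and kept 48 or 72 hr at 37 °C before CellTiter-Glo addition and luminescence imaging of cellular ATP.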
SNCA expr inh – reduces expression of the alpha-synuclein gene; HEK-293 SNCA-luciferase knock-in, luminescence, 24 h; hit rate 0.17% among 140,000; AID 1671194; Potency, µM (doses to about 57.2 µM), inactives show top-dose activity change, negative = inhibition, usual class: inhibitors;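 also: potency is read from the fitted curve at half-maximal effect; plate controls were DMSO cells for no effect and cell-free wells for full effect; nearly all actives have a fitted effect of over 45% in size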
FLuc inh – blocks purified firefly luciferase enzyme activity; Potency, µM (doses to about 115 µM), without a hit: top-dose activity change, negative = inhibition, hits mostly inhibitors; hit rate 2.5% among 76,000; purified P. pyralis luciferase, luminescence, biochemical; also: potency is read from the fitted curve at half-maximal effect; nearly all actives have a fitted effect of over 65% in size
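Purified 10nM P. pyralis luciferase with 10uM D-luciferin and 10uM ATP in 50mM Tris acetate pH 7.5, 10mM Mg acetate, 0.01% Tween-20, 0.05% BSA. qHTS titration; luminescence read by CCD imager.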
* = called active by the depositor; i = inactive; u = inconclusive; x = no result given; [ ] = remark or other dose. Unless noted, calls follow the shape of the dose curve; as a rule, active = well fitted curve in the direction sought with a large enough effect; inconclusive = small, poorly fitted or top-dose-only effect, or another doubt; inactive = no such curve, though single readings can be large; an effect the other way counts as inactive or inconclusive. Unless noted, % is scaled to controls: 0 for no effect and ±100 for the full control effect. This is a subset; count on the stated rates, not on these rows.

nr	SMILES	NIH3T3 tox	GPT2 inh	FLuc inh	IP6K1 inh	HEK293 tox	SNCA expr inh	HEK293 viab
1	CCN1C(=O)C2CC3(CCN(S(=O)(=O)c4cccc(OC)c4)CC3)CN2C1=O (stereo not drawn)	-10.5%	-1.7%	6.2%	-11.4	-24.9%	5.4%	5.8%
2	O=C(Nc1cccc(F)c1)C1CN(C2CCCCC2)C(=O)N1 (stereo not drawn)	u	i	x	1.3	u	20.5%[87.6 µM]	-0.1%[12.5 µM]
3	CN1CCC2(CCC1=O)CN(C(=O)CCOc1ccccc1)CCN2C (stereo not drawn)	-9.6%	-20.5%	0.0%	3.2	-1.6%	13.0%	4.4%
4	C=CCNC(=O)N1CC[C@H]2CC(=O)N(Cc3ccc4c(c3)OCO4)CC[C@H]2C1	-14.5%[174 µM]	-2.8%[88.5 µM]	0.6%[172 µM]	9.2	-13.0%[172 µM]	-20.2%[87.6 µM]	0.4%[87.6 µM]
5	COc1ccc(-c2c(C(=O)NC3CC3)nc3sccn23)cc1	-6.4%[138 µM]	-8.4%[88.5 µM]	x	7.0	0.6%[172 µM]	19.6%[87.6 µM]	-10.5%[87.6 µM]
6	Cn1ncc2c(C(=O)Nc3cccnc3)cc(-c3ccc(C(F)(F)F)cc3)nc21	-1.7%	x	x	-14.9	4.3%	x	x
7	COCC(=O)N[C@@H]1C[C@H](COC)[C@@H](O)[C@H]1O	1.3%[230 µM]	i	-1.1%[230 µM]	-0.1	i	2.2%[87.6 µM]	4.5%[87.6 µM]
8	Cc1ccc(C2Cn3nnc(-c4noc(Cc5ccc(F)cc5)n4)c3CO2)cc1 (stereo not drawn)	-8.8%	i	-5.5%	-4.4	-5.3%	-1.6%	9.3%
9	C1CNC(c2nc(CCOCC3CCOCC3)no2)C1 (stereo not drawn)	0.5%	i	0.0%	24.3	-1.1%	1.4%	4.9%
10	CN(C)Cc1nnc(C2CCCN(C(=O)c3ccn4nnnc4c3)C2)n1C (stereo not drawn)	-0.8%	-5.2%[11.5 µM]	0.2%	9.1	-0.4%	-0.6%	8.9%
11	CC1=C[C@@H](CNC(=O)Cn2cnnn2)[C@H](C(C)C)C[C@H]1Cc1nc2ccccc2n1C	89.1µM*	4.3%[88.5 µM]	1.5%[172 µM]	-0.8	u	u	u
12	COc1ccc(CC(=O)N2CC[C@H]3CC(=O)N(CCc4cccc(OC)c4OC)CC[C@H]3C2)cc1	-8.8%	0.2%	-4.0%	2.0	-1.7%	-15.6%	3.1%
13	Cc1cc(C)n(CC(=O)N2CCCC2c2nc(CCOCC3CCOCC3)no2)n1 (stereo not drawn)	u	i	x	-15.4	u	-12.2%	12.1%
14	CCN(C(=O)c1sc2nc3n(c(=O)c2c1C)CCCCC3)c1ccccc1F	x	x	x	-14.2	x	-11.7%	11.3%
15	CC(=O)N(C)CCc1noc(C2CN(Cc3c(F)cccc3Cl)C2)n1	u	3.2%	3.3%	-6.3	39.8µM*	-17.0%	-11.5%
16	Cc1nn(C)c(C)c1S(=O)(=O)N1CCN2C(=O)CN(C)C(=O)C2C1 (stereo not drawn)	1.0%	-5.9%	4.3%	-2.9	5.0%	-18.8%	5.2%
17	Cc1ccc(NC(=O)Cn2cc(S(=O)(=O)c3ccccc3)c(=O)c3cc4c(cc32)OCO4)cc1	x	x	x	-10.0	x	2.3%	-8.1%
18	COc1ccc2nc([C@H]3CCN(CCCc4ccccc4)C3)[nH]c2c1	u	-0.3%[88.5 µM]	70.8µM*	-9.6	63.1µM*	26.3%[87.6 µM]	-20.8%[87.6 µM]
19	O=C(Cc1ccc(Cl)cc1)NC1CCN(c2cc(-c3cccs3)[nH]n2)C1 (stereo not drawn)	u	u	5.2%	3.6	u	-1.5%	-12.5%
20	COc1ccc(C(=O)N2CCCC3(C2)C(=NC2CCCCC2)NC(=O)N3c2cc(F)cc(F)c2)cc1 (stereo not drawn)	-8.2%	0.6%	x	-17.2	i	-12.2%	0.0%
21	CN1C(=O)CCC2(CNC(=O)CC3CCCC3)CCCC=C12 (stereo not drawn)	-7.9%	-9.9%	7.1%	-6.9	2.7%	1.9%	-11.0%
22	CCOc1ccc(CNC(=O)c2c(C)nn(-c3ccc(F)cc3)c2-n2cccc2)cc1	x	x	x	26.7	x	u	3.1%
23	O=C(COc1ccc(F)cc1)NCC(c1ccc(Cl)cc1)N1CCCCC1 (stereo not drawn)	x	x	x	-10.5	x	12.6%	4.9%
24	CCOC(=O)c1ccc(N2CCN(CC3=CC(C)(C)Oc4ccc(OC)cc43)CC2)cc1	u	x	x	-0.9	u	x	x
25	CCCS(=O)(=O)N[C@@H]1CN(C)C[C@H]1CN(C)C	-17.1%	i	-1.3%	10.2	-11.1%	7.6%	1.4%
26	C[C@H]1CC[C@@]2(OC1)O[C@H]1CC3C4CC[C@H]5C[C@@H](O[C@@H]6O[C@H](CO)[C@H](O[C@@H]7O[C@H](CO)[C@@H](O)[C@H](O[C@@H]8OC[C@@H](O)[C@H](O)[C@H]8O)[C@H]7O[C@@H]7O[C@H](CO)[C@@H](O)[C@H](O)[C@H]7O)[C@H](O)[C@H]6O)[C@H](O)C[C@]5(C)C4=CC(=O)[C@]3(C)[C@H]1[C@@H]2C (stereo partly drawn)	x	-1.5%[17.1 µM]	x	7.7	x	x	u
27	COC1CCC12CCN(Cc1ccccc1C#N)CC2 (stereo not drawn)	-6.0%	i	3.5%	-7.0	3.4%	6.6%	-6.6%
28	CCN1CCN(c2ccc(C(=O)N3CCCC(c4ccccc4)CC3)cn2)CC1 (stereo not drawn)	u	i	17.7%	-3.8	u	17.4%	2.6%
29	CC(C)CC(=O)Nc1c(C(=O)N2CCN(c3ccccc3)CC2)oc2ccccc12	x	x	x	12.7	x	-26.3%	-11.4%
30	O=C(c1cnn(Cc2ccccc2)c1)N1CCn2nc(Cc3ccccc3)cc2C1	u	i[11.5 µM]	-8.5%	-1.1	-23.4%	-17.6%	-6.4%
31	CCOC(=O)c1c(C)oc2ncnc(Nc3cc(Cl)ccc3OC)c12	x	x	x	-8.9	x	22.5%	-8.5%
32	Brc1ccc(-c2ccnc3nc(C4CCCO4)nn23)s1 (stereo not drawn)	u	i	3.9%	-1.5	3.6%	18.5%	-0.5%
33	C=C[C@@]12COC(=O)C(=C)C1[C@@H](O)[C@H](C(=C)C(=O)OC)[C@@H](OC(=O)C(=C)CO)C2 (stereo partly drawn)	x	4.3%[27.3 µM]	x	38.9	x	x	-1.0%[23.9 µM]
34	O=C(c1ccsc1)N1CC2CC(C1)[C@H]1CCCC(=O)N1C2 (stereo partly drawn)	i	i	3.7%	9.9	2.1%	-0.8%	-6.8%
35	Cc1nnc(NC(=O)CSc2nc3c([nH]c4ccccc43)c(=O)n2-c2cccc(Cl)c2)s1	x	x	x	-7.7	x	45.9%[activator]	11.0%
36	O=C(N[C@@H]1CN(c2ncccn2)C[C@H]1CO)c1c(F)cccc1F	-14.5%	-0.8%	-1.8%	1.6	-18.4%	14.7%	-0.2%
37	Clc1ccc(Nc2nc(-c3ccccc3)c3cc(Cl)ccc3n2)cc1	x	x	x	18.4	x	8.5%	2.9%
38	CCc1nc2c(NC(=O)NCCc3ccccc3)cccn2n1	-19.8%	-9.8%	-14.4%	-0.7	u	72.1%[activator]	1.2%
39	Cc1ccc(-c2nnc(C3CN(C(=O)c4n[nH]c5ccccc45)CC34CCOCC4)o2)cc1 (stereo not drawn)	-29.3%	i	-13.8%	19.1	u	38.6%[activator]	u
40	COc1ccc(CCN(Cc2ccncc2)C(=O)CC2COCCN2)cc1 (stereo not drawn)	-12.3%	-22.3%	-3.9%	14.2	-6.0%	-27.1%	-1.9%
41	CCn1c(C)cc(C(=O)N2CC[C@H](N3CCN(C)CC3)[C@H](CCCO)C2)c1C	1.0%	4.0%	2.1%	3.6	-4.0%	-5.2%	-4.3%
42	CCN1C(=O)C2CC3(CCN(C(=O)NCCc4ccccc4)CC3)CN2C1=O (stereo not drawn)	2.4%	i	1.7%	-10.2	i	-2.1%	11.8%
43	Cc1cccc(S(=O)(=O)Nc2cccn3nc(C4CCC4)nc23)c1	44.7µM*	3.0%	-5.2%	14.8	u	10.0%	-21.1%
44	Cc1c(C(=O)NCCc2ccc(Cl)cc2)cccc1-n1cnc2cccnc21	x	x	x	29.8	x	-25.7%	-10.1%
45	CC(=O)N1CC(CO)C2(CCN(Cc3cccc(C#N)c3)CC2)C1 (stereo not drawn)	-5.6%	-10.5%	-1.3%	6.1	0.9%	8.1%	0.3%
46	CCN(CC)S(=O)(=O)c1ccc2c(c1)N(CC(=O)NCc1ccccc1)C(=O)CS2	x	x	x	-4.0	x	-7.4%	-27.4%
47	CCN(CCCNC(=O)c1cc(Nc2ccc(OC)cc2OC)nc2ccccc12)c1cccc(C)c1	x	x	x	-36.1*	x	3.1%	-3.6%
48	Cc1cc(C)n(CCC(=O)N2CCC(c3noc(C4CC4)n3)C2)n1 (stereo not drawn)	i	2.7%	7.7%	9.9	-6.5%	3.8%	10.6%

Assay outcomes deposited in PubChem BioAssay by National Center for Advancing Translational Sciences (NCATS).
